High-throughput results from PubChem BioAssay.
NPC1 prom act – qHTS Assay for NPC1 Promoter Activators | AID 485313, 2010 | 2.4% of 320,000 active | Huh7 NPC1 promoter luciferase reporter, 24 h | Potency, µM (top dose mostly 9.22 µM), inactives show at the highest dose activation, hits mostly activators;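 note: % of control where 0% means no effect; nearly all actives have a fitted effect of over 60% in size; reporter is driven by a mutant NPC1 promoter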
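NPC1 promoter–luciferase Huh7 cells; 24 h compound; luminescence.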
p53 reactivation – qHTS assay for re-activators of p53 using a Luc reporter. H1299 p53-A138V BP100-luciferase reporter, luminescence, 24 h. Potency, µM (titrated, usually from 92.2 µM), without a hit: at the highest dose activity change, positive = activation, usual class: activators. 0.063% of 320,000 active; note: % of control where 0% means no effect; nearly all actives have a fitted effect of over 45% in size
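p53-null H1299 cells stably carrying temperature-sensitive p53-A138V and a BP100-luciferase reporter were pinned with compounds (4-point, 1:5 series) and held 24 hrs at 37 deg C. Luminescence was read 10 min after detection reagent.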
CXXC DNA block – qHTS Fluorescence Polarization Assay for Inhibitors of MLL CXXC domain - DNA interaction. MLL-CXXC / FITC-HOXA9 DNA fluorescence polarization. Potency, µM (top dose mostly 115 µM), for the others: at the top dose activity change, negative = inhibition, actives largely listed as inhibitors. 0.037% of 290,000 active; active = well fitted inhibition curve with a large enough effect in the polarisation, with a control signal flat, not every such curve was filed as active; inconclusive = small, poorly fitted or top-dose-only effect, or effect the other way, or a change in a side signal; inactive = no such curve, though single readings can be large or run the other way; the % refers to the polarisation
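Fluorescence polarization: 7 uM MLL-CXXC (stock) preincubated 5 min with compounds, then 50 nM fluorescein-HOX-A9 DNA (stock) added; 30 min ambient. Buffer 50 mM Tris-HCl pH 7.5, 50 mM NaCl, 1 mM DTT, 0.05% BSA.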
FLuc counter – qHTS profiling assay for firefly luciferase inhibitor/activator using purifed enzyme and Km concentrations of substrates (counterscreen for miR-21 project). Luciferin 4-monooxygenase (Photinus pyralis), P08659. purified FLuc, Km substrates, luminescence inhibition. Potency, µM (top dose mostly 57.5 µM), without a hit: top-dose activity change, negative = inhibition, most hits filed as inhibitors. 6.9% of 360,000 active;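 note: plate controls were vehicle for no effect and reference inhibitor for full effect; nearly all actives have a fitted effect of over 55% in size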
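Biochemical qHTS of compounds, final roughly 60 µM downward over six points, against 10 nM purified firefly luciferase using Km concentrations of substrates (10 uM D-luciferin, 10 uM ATP) in Tris acetate pH 7.5 buffer; luminescence output.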
ELG1 genotoxic – qHTS screen for small molecules that induce genotoxicity in human embryonic kidney (HEK293T) cells expressing luciferase-tagged ELG1 | HEK293T ELG1-luciferase reporter, luminescence, 16 h | Potency, µM (doses to about 46 µM), without a hit: at the highest dose activity change, positive = activation, actives largely listed as activators | 1.3% of 330,000 active | AID 504466, 2011; note: % of control where 0% means no effect; nearly all actives have a fitted effect of over 60% in size
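HEK293T cells expressing luciferase-tagged ELG1 were exposed to compound or DMSO vehicle for 16 hr at 37 °C and 5% CO2. Luciferase activity was then measured with ONE-Glo after 30 min at room temperature.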
MBNL1 CUG block – qHTS Assay for Inhibitors of MBNL1-poly(CUG) RNA binding; Muscleblind-like protein 1 (Homo sapiens), Q9NR56; TR-FRET MBNL1-His/biotin-(CUG)12 binding, 665/545 ratio; Potency, µM (top dose mostly 57.5 µM), for the others: at the highest dose activity change, negative = inhibition, actives largely listed as inhibitors; 0.036% of 280,000 active; AID 2675, 2010; active = well fitted inhibition curve with a large enough effect in the signal ratio, with a control signal flat, not every such curve was filed as active; inconclusive = small, poorly fitted or top-dose-only effect, or effect the other way, or a change in a side signal; inactive = no such curve, though single readings can be large or run the other way; the % refers to the signal ratio; note: % is set by controls: 0 for no effect and ±100 for the full control effect
Target sequence (Q9NR56 whole entry, looked up): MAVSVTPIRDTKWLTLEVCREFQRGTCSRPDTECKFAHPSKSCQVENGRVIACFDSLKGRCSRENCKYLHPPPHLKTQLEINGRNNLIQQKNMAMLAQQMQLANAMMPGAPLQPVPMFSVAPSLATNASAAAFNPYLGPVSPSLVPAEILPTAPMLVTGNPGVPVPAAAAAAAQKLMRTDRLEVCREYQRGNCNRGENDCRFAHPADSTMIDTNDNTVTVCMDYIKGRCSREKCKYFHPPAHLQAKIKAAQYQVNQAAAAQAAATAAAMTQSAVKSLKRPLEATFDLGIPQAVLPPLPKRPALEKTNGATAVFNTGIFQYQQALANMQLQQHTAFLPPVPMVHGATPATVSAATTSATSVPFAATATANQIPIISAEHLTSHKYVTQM
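Ratiometric TR-FRET (665 over 545 nm, excitation 340 nm) tracks disruption of MBNL1-His/biotin-(CUG)12 complex after 60 min at room temperature, with compounds at 92 nM to 58 uM final.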
Rab9 promoter act – qHTS Assay for Rab9 Promoter Activators; Potency, µM (highest dose often 9.22 µM), inactives show top-dose activation, negative = inhibition, usual class: activators; 2.8% of 320,000 active; Huh7 Rab9 promoter-luciferase reporter, luminescence, 24 h; note: % of control where 0% means no effect; nearly all actives have a fitted effect of over 60% in size
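Cells were plated at 1500 per well in reduced-serum medium with 10% FBS and left 2 h. Compound in DMSO was then added for 24 h at 37 °C. Reporter signal was read by luminescence after 10 min with luciferase detection reagent.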
uPA generation – qHTS for Inhibitors of Cell Surface uPA Generation; cell surface uPA generation assay, qHTS; 0.31% of 330,000 active; AID 540303, 2011; Potency, µM (doses to about 38.3 µM), for inactives: at the top dose activity change, negative = inhibition, most hits filed as inhibitors; active = well fitted inhibition curve with a large enough effect; inconclusive = small, poorly fitted or top-dose-only effect; inactive = no such curve, though single readings can be large or run the other way; tested in mouse RAW 264.7 cells; note: % is set by controls: 0 for no effect and ±100 for the full control effect; nearly all actives have a fitted effect of over 55% in size
VP16 counter – VP16 counterscreen qHTS for inhibitors of ROR gamma transcriptional activity. Drosophila S2 Gal4-VP16 UAS-luciferase, luminescence, 20 h. Potency, µM (top dose mostly 53.6 µM), for the others: at the top dose activity, negative = inhibition, hits mostly inhibitors. 3.5% of 310,000 active;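 note: Gal4-VP16 expression switched on by copper sulfate through the metallothionein promoter; % is set by controls: 0 for no effect and ±100 for the full control effect; nearly all actives have a fitted effect of over 50% in size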
BRCA1 expr act – qHTS Assay to Identify Small Molecule Activators of BRCA1 Expression | MCF7-BRCA1-FFLuc reporter, luminescence, 48 h; response scale: scaled: vehicle 0%, 10 µM genistein 100% | Potency, µM (titrated, usually from 46.1 µM), inactives show at the top dose activation, hits mostly activators | 1.1% of 380,000 active; note: nearly all actives have a fitted effect of over 80% in size; some results filed as inactive show a strong effect at the top dose
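Activators of BRCA1 expression were detected as increased firefly luciferase luminescence in engineered MCF7 cells after 48 h compound incubation. Signals were scaled to genistein 10 microM as full activation.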
RORgamma inh – qHTS for inhibitors of ROR gamma transcriptional activity. Drosophila S2 Gal4-RORgamma UAS-luciferase reporter, 20 h. Potency, µM (top dose mostly 53.6 µM), without a hit: at the top dose activity change, negative = inhibition, hits mostly inhibitors. 5.4% of 310,000 active. AID 2551, 2010; note: % is set by controls: 0 for no effect and ±100 for the full control effect; nearly all actives have a fitted effect of over 60% in size
Target sequence (P51450 whole entry, looked up, the tested form may be a part): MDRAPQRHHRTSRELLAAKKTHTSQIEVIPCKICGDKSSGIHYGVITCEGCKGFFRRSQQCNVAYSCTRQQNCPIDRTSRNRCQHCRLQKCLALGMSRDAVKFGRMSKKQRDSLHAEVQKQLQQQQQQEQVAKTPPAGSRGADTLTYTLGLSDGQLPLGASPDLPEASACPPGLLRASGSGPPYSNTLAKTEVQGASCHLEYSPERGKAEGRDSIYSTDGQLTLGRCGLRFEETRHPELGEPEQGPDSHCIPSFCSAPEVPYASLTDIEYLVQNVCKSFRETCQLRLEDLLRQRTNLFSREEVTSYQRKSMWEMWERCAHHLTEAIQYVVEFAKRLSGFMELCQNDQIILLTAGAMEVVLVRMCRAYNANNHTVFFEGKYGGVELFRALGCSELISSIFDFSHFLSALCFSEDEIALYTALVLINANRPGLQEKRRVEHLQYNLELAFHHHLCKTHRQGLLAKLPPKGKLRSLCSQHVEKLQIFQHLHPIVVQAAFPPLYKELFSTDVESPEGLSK
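Stable Schneider cell line, Gal4 DNA-binding domain fused to ROR gamma, UAS-luciferase. Cmpd 1 hr RT → CuSO4 700 uM final → 20 hr RT → luciferase reagent 10 min → luminescence.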
The depositor's hits bear a star; ? = inconclusive; · = no result given; [ ] = another dose, or the depositor's remark. Unless noted, calls come from the whole dose curve; as a rule, active = well fitted curve in the direction sought with a large enough effect; inconclusive = small, poorly fitted or top-dose-only effect, or another doubt; inactive = no such curve, though single readings can be large; an effect the other way counts as inactive or inconclusive. Potency is the fitted concentration of half-maximal effect.

No.	compound	CXXC DNA block	p53 reactivation	MBNL1 CUG block	VP16 counter	RORgamma inh	NPC1 prom act
1	Cc1[nH]nc(SCC(=O)Nc2ccc(C#N)cc2)c1[N+](=O)[O-]	-3%	8%	9%	-1%	18%	0%
2	O=c1oc2ccccc2n1Cc1ccccc1	26%	-3%	-2%	1%	8%	-6%
3	O=C(COc1ncnc2ccc(Br)cc12)NC1CCCC1	·	1%	·	·	·	-8%
4	CS(=O)(=O)N1CCC(C(=O)Nc2cc(C(F)(F)F)ccc2Cl)CC1	-5%	-4%	14%	-2%	0%	-3%
5	CC(CCc1ccccc1)NC(=O)CN1CCSc2ccccc21 (stereo not drawn)	-6%	2%	14%	7%	32%	3%
6	CCOP(=O)(c1ccccc1)C(O)c1ccc(Br)cc1 (stereo not drawn)	-2%	-2%	0%	0%	-35%	1%
7	COc1ccccc1CN1CCN(S(=O)(=O)c2ccccc2)CC1	4%	-1%	-9%	1%	5%	0%
8	Cc1ccc(O)c(NC(=S)NC(=O)C(C)C)c1	1%	6%	-9%	-1%	11µM*	12%
9	CN(C)C(CNC(=O)CNC(=O)c1ccc2ccccc2c1)c1ccccc1 (stereo not drawn)	3%	-3%	8%	14%	-11%	?
10	COc1ccc(C2N(c3cc(C)on3)C(=O)C3CCCN32)cc1OC (stereo not drawn)	6%	-4%	-5%	1%	-38%	-5%
11	COC(=O)N/N=C/c1cn(CCOc2ccccc2)c2ccccc12	-4%	6%	1%	17%	?	14%
12	CSc1nc2oc3c(c2c2nncn12)CC(C)(C)SC3	13%	0%	18%	13µM*	-99%	-9%
13	COc1cccc(C(=O)NN/C(C)=C/C(=O)C(F)(F)C(F)(F)C(F)(F)F)c1	·	?	·	13µM*	13µM*	-2%
14	COc1ccc(-c2cc(N)n(CCC#N)n2)c(OC)c1	0%	0%	2%	3%	10%	-1%
15	CNS(=O)(=O)c1cccc(C(=O)NNC(=O)c2ccc(COc3ccccc3)cc2)c1	-3%	-3%	-2%	-2%	32%	1%

No.	uPA generation	Rab9 promoter act	ELG1 genotoxic	FLuc counter	BRCA1 expr act
1	2%	-6%	6%	-4%	4%
2	3%	1%	-1%	3%	-4%
3	-11%	2%	1%	6%	-5%
4	7%	0%	-6%	2%	10%
5	·	17%	-7%	-13%	-11%
6	2%	-6%	0%	4%	0%
7	2%	0%	0%	5%	6%
8	-1%	11%	14%	-20%	?
9	-1%	-4%	3%	0%	-23%
10	0%	-2%	3%	1%	-6%
11	-3%	18%	4%	?	47%
12	-1%	7%	2%	-13%	-15%
13	-6%	-8%	-7%	-12%	-40%
14	0%	7%	-2%	1%	-18%
15	4%	-3%	-22%	3%	-6%

From entry 11 as far as 15, as listed above:
No.	compound	CXXC DNA block	p53 reactivation	MBNL1 CUG block	VP16 counter	RORgamma inh	NPC1 prom act
11	COC(=O)N/N=C/c1cn(CCOc2ccccc2)c2ccccc12	-4%	6%	1%	17%	?	14%
12	CSc1nc2oc3c(c2c2nncn12)CC(C)(C)SC3	13%	0%	18%	13µM*	-99%	-9%
13	COc1cccc(C(=O)NN/C(C)=C/C(=O)C(F)(F)C(F)(F)C(F)(F)F)c1	·	?	·	13µM*	13µM*	-2%
14	COc1ccc(-c2cc(N)n(CCC#N)n2)c(OC)c1	0%	0%	2%	3%	10%	-1%
15	CNS(=O)(=O)c1cccc(C(=O)NNC(=O)c2ccc(COc3ccccc3)cc2)c1	-3%	-3%	-2%	-2%	32%	1%

No.	uPA generation	Rab9 promoter act	ELG1 genotoxic	FLuc counter	BRCA1 expr act
11	-3%	18%	4%	?	47%
12	-1%	7%	2%	-13%	-15%
13	-6%	-8%	-7%	-12%	-40%
14	0%	7%	-2%	1%	-18%
15	4%	-3%	-22%	3%	-6%

The results go on:
No.	compound	CXXC DNA block	p53 reactivation	MBNL1 CUG block	VP16 counter	RORgamma inh	NPC1 prom act
16	COc1ccc(NC2=CC(=O)N(C)C2=O)cc1	-2%	?	-2%	0%	29%	?
17	Cc1cc(C)cc(OCC(=O)Nc2ccc(-n3cnnn3)cc2)c1	·	-7%	·	·	·	-6%
18	Cc1ccc(N(CN2C(=O)c3ccccc3C2=O)C(=O)c2ccc([N+](=O)[O-])cc2[N+](=O)[O-])cc1	0%	1%	?	-1%	-18%	-2%
19	COCc1[nH]nc2c1C(c1ccccc1Cl)C(C#N)=C(N)O2 (stereo not drawn)	-9%	?	7%	-17%	-22%	-1%
20	COCCCNC(=O)Cn1c(=O)n(CCCCCC(=O)NCc2ccc3c(c2)OCO3)c(=O)c2sccc21	-4%	-2%	26%	0%	9%	0%
21	CCn1c(SCC(=O)Nc2c(C#N)cnn2-c2ccccc2)nnc1-c1cccs1	6%	-2%	-6%	-4%	17%	2%
22	CCCCOC(=O)c1[nH]c(C)c(C(=O)OC)c1C	-9%	?	-6%	-16%	8%	2.8µM*
23	CCC(COC(=O)Nc1cccc(C)c1C)NC(=O)OCC(C)C (stereo not drawn)	6%	1%	4%	18%	7%	-1%
24	O=C(Nc1nc2ccccc2s1)C1=NN(c2ccccc2)C(=O)CC1	1%	20%	·	?	?	1%
25	CN(CC(=O)NC(=O)NCc1ccccc1)Cc1cccc(Cl)c1Cl	1%	-1%	-10%	-1%	?	0%
26	Cc1cc(Cl)c(S(=O)(=O)Nc2ccc(S(=O)(=O)N3CCOCC3)cc2)cc1OCC(N)=O	4%	2%	?	-1%	9%	-1%
27	Cc1cc(C)c(S(=O)(=O)Nc2cnc3ccccc3c2)c(C)c1	8%	1%	-7%	-10%	5%	-1%
28	O=C(O)CCN1CCN(S(=O)(=O)c2ccc3ccccc3c2)CC1	-3%	·	6%	·	·	1%
29	Cc1ccc(C)c(S(=O)(=O)NC(CC(C)C)C(=O)O)c1 (stereo not drawn)	2%	4%	?	-10%	0%	0%
30	CC(NS(=O)(=O)c1ccccc1)C(N)=O (stereo not drawn)	-5%	-2%	-9%	-4%	-18%	-1%

No.	uPA generation	Rab9 promoter act	ELG1 genotoxic	FLuc counter	BRCA1 expr act
16	-7%	?	?	?	82%
17	-9%	-7%	9%	4%	-29%
18	5%	-5%	0%	2%	0%
19	-4%	-9%	0%	0%	1%
20	0%	-1%	0%	-5%	-7%
21	2%	-4%	-2%	0%	-3%
22	1%	2.8µM*	?	12µM*	?
23	13%	0%	0%	-1%	3%
24	?	16%	0%	?	4%
25	1%	0%	-4%	-19%	1%
26	2%	-4%	2%	-2%	1%
27	-4%	2%	0%	6%	-44%
28	9%	10%	1%	-1%	4%
29	-1%	2%	-2%	6%	2%
30	2%	-1%	-1%	-2%	6%

More results:
No.	compound	CXXC DNA block	p53 reactivation	MBNL1 CUG block	VP16 counter	RORgamma inh	NPC1 prom act
31	O=[N+]([O-])c1ccc(CSC2=NCCN2)cc1	-2%	?	?	-4%	-1%[1.91 µM]	16%
32	O=C1CCCN2N=C(SCC(=O)Nc3ccccc3C(F)(F)F)SC2=N1	5%	4%	-9%	2%	-4%	0%
33	O=C(O)C1=C[C@H](c2coc3ccccc3c2=O)C[C@H](OCc2ccc(CO)cc2)O1	5%	4%	2%	3%	1%	-8%
34	O=C1CCCC/C1=C/NCc1ccc(F)cc1	6%	-1%	-2%	5%	7%	-2%
35	Cc1ccccc1CNc1ccc(C(CC(N)=O)NC(=O)c2ccccc2)cc1[N+](=O)[O-] (stereo not drawn)	-20%	-5%	18%	-24%	?	-3%
36	O/N=C/c1cn(-c2ccccc2)nc1-c1cccnc1	-3%	-5%	-2%	1%	12%	-2%

No.	uPA generation	Rab9 promoter act	ELG1 genotoxic	FLuc counter	BRCA1 expr act
31	?	3%	-8%	-5%	-45%
32	19%	8%	0%	0%	-16%
33	-7%	1%	2%	-1%	0%
34	5%	-8%	3%	-4%	-9%
35	-11%	-10%	-5%	1%	-46%
36	22%	-8%	-5%	-9%	-21%

Taken from above.
In NPC1 prom act, #33 is listed with -8%
In MBNL1 CUG block, #32 is listed with -9%
In MBNL1 CUG block, #34 is listed with -2%
In NPC1 prom act, #35 is listed with -3%

The list is partial; rates above refer to the full screens.
